Assay outcomes: PubChem, several laboratories
Cl transport mod: KCC2 cotransporter modulators, thallium flux, primary screen, cell-based, HEK293 KCC2, FluoZin-2 fluorescence, MLSMR; Solute carrier family 12 member 5 (Homo sapiens), Q9H2X9; KCC2 cells, thallium flux FluoZin-2 fluorescence; B-score of Tl+ flux slope (higher = more flux/activation; lower = inhibition) at 10 µM; actives 2.2% (n = 190,000); AID 1456, 2008;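 active means thallium flux slope and its plate-corrected score both differing from the plate sample mean at a set confidence after two filtering rounds, in either direction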;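 further: slope of fluorescence scaled to starting intensity during 10 to 20 s after thallium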
KLK5 inh: human KLK5 protease inhibitors, primary screen, biochemical, 1536-well | Kallikrein-5 (Homo sapiens), Q9Y337 | recombinant hK5, fluorogenic AMC substrate cleavage | inhibition, % at 5 µM | actives 0.59% (n = 210,000) | AID 873, 2007;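 active means inhibition of 40% or more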;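 further: 0% = enzyme controls without compound and 100% = no-enzyme blanks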
Target sequence (Q9Y337 67-293 limits assumed): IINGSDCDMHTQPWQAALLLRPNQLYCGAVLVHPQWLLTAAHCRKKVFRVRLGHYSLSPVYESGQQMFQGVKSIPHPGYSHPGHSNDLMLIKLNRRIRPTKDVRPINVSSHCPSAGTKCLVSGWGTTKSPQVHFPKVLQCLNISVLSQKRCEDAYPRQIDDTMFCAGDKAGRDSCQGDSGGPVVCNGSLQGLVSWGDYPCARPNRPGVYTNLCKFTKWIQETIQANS
Furin inhibitor: human furin inhibitors, primary screen, biochemical, fluorescence intensity; P09958; purified furin, fluorogenic substrate cleavage; inhibition, % at 30 µM; actives 0.061% (n = 220,000); AID 463115, 2010; in the data active means inhibition above about 25%; further: inactives centre near -15
FXIa inh 1536: human FXIa protease inhibitors, primary screen, biochemical, 1536-well; Coagulation factor XI (Homo sapiens), P03951; purified FXIa, Boc-Glu-Ala-Arg-AMC fluorogenic substrate; inhibition, % at 5 µM; actives 0.14% (n = 220,000);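 active means inhibition of at least 40%; inactive means inhibition below 40%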;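 further: fluorescence of freed AMC excited at 355 nm; 0% = enzyme without compound and 100% = no enzyme blank; many of its hits are not listed in these tables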
thrombin 1536: human alpha-thrombin inhibitors, primary screen, counter-screen for coagulation protease inhibitor project, biochemical, 1536-well, fluorogenic AMC substrate. actives 0.26% (n = 220,000). inhibition, % at 5 µM. Boc-VPR-AMC fluorogenic substrate cleavage. Prothrombin (Homo sapiens), P00734;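 active means inhibition at or above 40%; inactive means inhibition below 40%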;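 further: 0% = enzyme with no compound and 100% = wells without enzyme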
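Material: human alpha-thrombin protein; Also added: Boc-VPR-AMC substrate, 15 µM final; Timing: enzyme reaction carried out at room temperature; Signal: fluorescence, ex 355 nm, em 460 nm; Measure: % inhibition of thrombin; Controls: enzyme without compound as high, wells lacking enzyme as low.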
FXIIa inh 1536: human FXIIa protease inhibitors, primary screen, biochemical, 1536-well; purified FXIIa, Boc-QGR-AMC fluorogenic substrate, 2 h; inhibition, % at 5 µM; actives 0.3% (n = 220,000); AID 800, 2007; in the data active means inhibition above about 40%;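 further: 0% = enzyme with no compound and 100% = blank without enzyme; many of its hits are not listed in these tables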
Target sequence (P00748 20-372 limits assumed): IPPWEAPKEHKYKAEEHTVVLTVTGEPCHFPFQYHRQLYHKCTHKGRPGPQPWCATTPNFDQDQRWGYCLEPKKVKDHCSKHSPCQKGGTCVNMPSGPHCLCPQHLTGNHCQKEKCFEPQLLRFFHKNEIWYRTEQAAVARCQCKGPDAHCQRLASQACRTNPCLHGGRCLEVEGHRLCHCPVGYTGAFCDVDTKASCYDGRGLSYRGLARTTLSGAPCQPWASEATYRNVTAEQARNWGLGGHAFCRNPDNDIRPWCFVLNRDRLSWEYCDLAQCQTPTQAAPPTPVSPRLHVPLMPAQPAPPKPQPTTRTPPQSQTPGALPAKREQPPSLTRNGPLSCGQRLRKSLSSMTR
Target sequence (P00748 373-615 limits assumed): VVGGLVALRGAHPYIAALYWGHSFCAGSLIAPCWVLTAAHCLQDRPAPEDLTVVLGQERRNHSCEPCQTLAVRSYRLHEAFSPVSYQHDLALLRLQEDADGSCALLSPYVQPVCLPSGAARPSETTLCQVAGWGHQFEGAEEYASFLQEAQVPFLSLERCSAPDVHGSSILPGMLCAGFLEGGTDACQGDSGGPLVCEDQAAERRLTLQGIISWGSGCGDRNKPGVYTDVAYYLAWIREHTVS
m-calpain inh: inhibitors of pig calpain II, primary screen, biochemical, fluorogenic peptide substrate, 1536-well; purified calpain II, 30 min; inhibition, % at 16 µM; actives 0.37% (n = 220,000); AID 1236, 2008;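 active means inhibition above about 50%, limit read from the data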
Rad51 HR inh: human RAD51 strand exchange inhibitors, primary screen, biochemical, fluorescence | DNA repair protein RAD51 homolog 1 (Homo sapiens), Q06609 | hRad51 DNA strand exchange, fluorescence dequenching | inhibition, % at 10 µM | actives 0.085% (n = 200,000) | AID 1385, 2008;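 active means inhibition above 40% at the single screening dose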;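 further: 0% = DMSO control wells and 100% = blanks with heterologous ssDNA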
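Test system – preformed human Rad51 ssDNA filaments · Reagent – Donor/quencher-labelled 47-bp dsDNA substrate · Incubation – 37 °C 15-min filament assembly, 30-min compound preincubation, 15-min exchange · Signal – FRET fluorescence dequenching, excitation 485 nm, emission 520 nm · Read-out – percent inhibition from fluorescence, normalised to plate control and blank means · Benchmarks – plate control and blank wells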
PERK inhibitor: block of dimerizer-induced PERK translation repression, primary screen, PERK inhibitor project, CHO PERK-DD cells, SEAP luminescence, HTS; actives 0.17% (n = 220,000); CHO PERK-DD fusion, SEAP luminescence translation reporter; inhibition, % at 5.6 µM;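 active means inhibition above the mean inhibition of all tested compounds plus 3 SD, set separately per screening campaign, cut at about 2.9% in these data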;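 further: PERK kinase domain activated by AP20187 dimerizer at 100 nM; 0% = DMSO with dimerizer and 100% = rapamycin at 8.4 µM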
An asterisk follows results filed as active; . = no result given; [ ] = dose if it differs, or a comment. A portion of the library. The share of hits here may be higher or lower than overall.

SMILES	Cl transport mod	KLK5 inh	Furin inhibitor	FXIa inh 1536	thrombin 1536	FXIIa inh 1536	m-calpain inh	Rad51 HR inh	PERK inhibitor
N=C1C(c2nc3ccccc3s2)=C(O)CN1Cc1ccccc1	-0.45	-14	-16[20 µM]	-2	-4	7	-20	-6	-0.3
O=C(Nc1cc(S(=O)(=O)N2CCOCC2)ccc1Cl)C(=O)c1c(-c2ccccc2)cc2ccccn12	-2	8	-22[20 µM]	11	12	20	-146	4	-1.5
COc1ccc(C(C)=O)c2c(O)cccc12	0.78	-15	-16	-17	7	-3	68*	2	-0.7
CCOC(=O)c1c(/N=C/c2cc(OC)cc([N+](=O)[O-])c2O)sc(C)c1C	-0.27	-3	11	10	-4	8	-6	13	0.7
CCc1c(C)nc2ncnn2c1N1CCC(C(=O)NCc2cccc(OC)c2)CC1	0.0029	12	-40[20 µM]	8	0	6	5	-3	-0.2
CC(C)=N/N=C(\c1cccc([N+](=O)[O-])c1)C12CN3CN(CN(C3)C1)C2	0.08	-13	1	11	-4	13	0	7	0.7
COc1ccc(-c2nc(CS(=O)(=O)CC(=O)NCCc3cc(OC)ccc3OC)c(C)o2)cc1	.	-9	-15	2	-3	16	-11	5	0.3
C#Cc1ccc([C@H]2C=C(C(=O)NC3CC3)O[C@@H](OCC)[C@@H]2CCCO)cc1	-1.2	-2	-21	-2	-5	5	4	-7	0.2
COCC(C)NC(=O)c1cccc(Cl)c1 (stereo not drawn)	-1	-13	-22[20 µM]	-7	-8	0	20	0	2.1
CC(=O)N1CCN(S(=O)(=O)c2ccc(S(=O)(=O)NCC(C)C)cc2)CC1	-0.21	-8	-2[20 µM]	-7	2	12	-27	-2	-0.2
Cc1nc2sc(C(c3ccccc3)N3CCN(c4ccccc4F)CC3)c(O)n2n1 (stereo not drawn)	-0.022	2	2[20 µM]	-4	-4	5	-23	2	-0.8
Cc1ccc(C)c(-n2c(CNC(=O)c3ccco3)nnc2SCC(=O)Nc2nnc(C)s2)c1	1.2	-21	-10	-6	-8	-1	-10	9	0.9
CCCc1nc2oc3c(NCCOCCO)ncnc3c2c2c1COC(C)(C)C2	0.03	5	-7	2	4	7	-282	-4	-1.0
CC1CSc2nc3sc4c(c3c(=O)n21)CCCC4 (stereo not drawn)	-1.5	3	-9[20 µM]	1	1	13	23	-3	-0.2
O=C(CS(=O)c1cccc(Cl)c1)Nc1ccccc1Cl (stereo not drawn)	-0.58	2	-23[20 µM]	3	-4	10	-5	-8	-0.1
C=CCOc1c(Br)cc(/C=N\n2nnnc2N)cc1OC	-1.4	-5	-4	35	-4	37	23	-6	-0.3
CCc1ccc(-c2cc(C(F)(F)F)n3nc(C(=O)Nc4cnn(Cc5ccc(C)cc5)c4)cc3n2)s1	-0.12	-52	-10[20 µM]	-2	5	13	-292	-6	-1.1
Cc1ccc(Sc2c([N+](=O)[O-])ncn2C)cc1	-0.48	6	-13[20 µM]	-5	-4	9	2	-41	1.4
CCNc1nc(NC(C)C)nc(OCCOC(=O)c2ccccc2)n1	-0.61	-3	-20[20 µM]	11	5	19	-9	.	-1.3
Cc1nnc(NCc2ccco2)c2ccccc12	.	3	-15	0	-3	-10	-7	-3	0.1

Sorted by molar mass (smallest number first): some entries from above.
SMILES	Cl transport mod	KLK5 inh	Furin inhibitor	FXIa inh 1536	thrombin 1536	FXIIa inh 1536	m-calpain inh	Rad51 HR inh	PERK inhibitor
COc1ccc(C(C)=O)c2c(O)cccc12	0.78	-15	-16	-17	7	-3	68*	2	-0.7
COCC(C)NC(=O)c1cccc(Cl)c1 (stereo not drawn)	-1	-13	-22[20 µM]	-7	-8	0	20	0	2.1
CC1CSc2nc3sc4c(c3c(=O)n21)CCCC4 (stereo not drawn)	-1.5	3	-9[20 µM]	1	1	13	23	-3	-0.2
CCNc1nc(NC(C)C)nc(OCCOC(=O)c2ccccc2)n1	-0.61	-3	-20[20 µM]	11	5	19	-9	.	-1.3
C=CCOc1c(Br)cc(/C=N\n2nnnc2N)cc1OC	-1.4	-5	-4	35	-4	37	23	-6	-0.3
CCCc1nc2oc3c(NCCOCCO)ncnc3c2c2c1COC(C)(C)C2	0.03	5	-7	2	4	7	-282	-4	-1.0
CC(=O)N1CCN(S(=O)(=O)c2ccc(S(=O)(=O)NCC(C)C)cc2)CC1	-0.21	-8	-2[20 µM]	-7	2	12	-27	-2	-0.2
CCc1c(C)nc2ncnn2c1N1CCC(C(=O)NCc2cccc(OC)c2)CC1	0.0029	12	-40[20 µM]	8	0	6	5	-3	-0.2
Cc1ccc(C)c(-n2c(CNC(=O)c3ccco3)nnc2SCC(=O)Nc2nnc(C)s2)c1	1.2	-21	-10	-6	-8	-1	-10	9	0.9
COc1ccc(-c2nc(CS(=O)(=O)CC(=O)NCCc3cc(OC)ccc3OC)c(C)o2)cc1	.	-9	-15	2	-3	16	-11	5	0.3
CCc1ccc(-c2cc(C(F)(F)F)n3nc(C(=O)Nc4cnn(Cc5ccc(C)cc5)c4)cc3n2)s1	-0.12	-52	-10[20 µM]	-2	5	13	-292	-6	-1.1

(next part)
SMILES	Cl transport mod	KLK5 inh	Furin inhibitor	FXIa inh 1536	thrombin 1536	FXIIa inh 1536	m-calpain inh	Rad51 HR inh	PERK inhibitor
COCC(C)NC(=O)COc1ccc(Cl)cc1Cl (stereo not drawn)	1	4	-16[20 µM]	4	1	15	-6	7	0.3
Cc1ccccc1C1N(c2nccs2)C(=O)C2CCCN21 (stereo not drawn)	0.0024	10	-23	1	-7	11	-21	6	1.1
COc1ccc(-c2nnn(CC(=O)N(Cc3ccco3)C(C(=O)NCC3CCCO3)c3ccco3)n2)cc1 (stereo not drawn)	-0.79	-10	-9	22	-3	26	-13	-6	0.9
CCn1c(=O)c(C(=O)NCCCO)c(O)c2ccccc21	.	1	8	-11	-7	6	9	-8	-0.9
Cc1cc(C)c(C(N)=O)c(Cl)n1	-0.039	3	-21	3	1	11	26	-8	0.8
CO/N=C/c1cccn1-c1nccc(N(C)C)c1C#N	0.36	.	2	8	-3	14	16	-12	0.2
CCCNC(=O)C(NS(=O)(=O)c1cccc2nsnc12)c1ccccc1 (stereo not drawn)	.	-1	-17	2	0	13	-12	5	0.2
CCOc1cc(CNc2ccccc2)cc(Br)c1OCc1ccccc1F	0.049	-8	-4[20 µM]	-3	-5	0	23	0	0.7
CCCCC(=O)Nc1cc([N+](=O)[O-])ccc1F	0.72	-1	-9	-4	-1	1	15	-20	-0.2
COC(=O)CCc1c(C)c(C(=O)c2ccc(F)cc2)c2ccccn12	-1.7	0	-3	-4	-11	6	36	8	0.5
O=[N+]([O-])c1cccc(/C=N/N2CCN(c3ccccn3)CC2)c1	0.15	-7	-12	2	-9	10	3	-3	0.7
Cn1nccc1C(=O)Nc1ccn(C23CC4CC(CC(C4)C2)C3)n1	0.22	-14	-13	0	-6	2	-3	6	-0.4
O=C(Nc1ccc(Cl)c(Cl)c1)C1CC(=O)N(c2ccc(Br)cc2)C1 (stereo not drawn)	-1.1	29	-5[20 µM]	14	49*	19	24	10	0.0
CC(=O)Oc1ccc(C(=O)c2ccccc2)c(OC(C)=O)c1	-1.5	2	-18	-4	-9	6	6	7	0.2
Nn1cc(-c2ccccc2)nc1SCC(=O)Nc1cccc(S(N)(=O)=O)c1	0.34	5	-29	4	5	16	-19	20	0.9
C=C(C)CN=C1NN=C(c2cc(C)n(-c3ccc(C)cc3)c2C)CS1	1.8	-9	-13	5	-1	12	-18	12	0.0
COc1ccc(/C=C2/C(=O)N=C(N)N2C)cc1OC	1.2	0	-11[20 µM]	5	4	13	5	-4	0.5
O=C(CN1CCCN(Cc2ccc(F)cc2Cl)C1=O)NCc1ccccc1	-1.1	-6	-14	3	2	12	1	-3	-1.1
COCc1cc(C)nc(Nc2ccc(C)cc2C)c1C#N	0.15	17	-19[20 µM]	0	11	5	-29	-5	1.1
COC(=O)c1sc(N2CCN(c3ccc(Cl)cc3)CC2)nc1N	-0.8	0	-17	-3	-6	8	23	4	0.7
CC12C(=O)N(c3nccs3)C(=O)C1C1C=CC2C1 (stereo not drawn)	-0.68	-25	-19[20 µM]	-11	-13	-5	-10	.	0.9
O=C(C1CCN(Cc2ccc(OCc3ccccc3)cc2)CC1)N1CCCC1	0.094	-1	-27	10	-4	10	2	-8	-0.8
Cc1ccc(C(=O)COC(=O)c2cnccn2)cc1[N+](=O)[O-]	1.5	-25	-22	-8	-4	-4	8	20	1.1
CC(C/C=N/NC(=O)COc1cc(Cl)ccc1Cl)c1ccccc1 (stereo not drawn)	-0.32	3	-14[20 µM]	-3	-3	5	-12	10	1.8
COc1ccc(N2CC(O)(c3ccc(C)cc3)[N+]3=C2CCCC3)cc1 (stereo not drawn)	0.022	-13	-14	-1	2	4	15	12	0.4
CCCCCC(=O)OC(CN1CCCCCC1)CN1CCCC1=O (stereo not drawn)	-0.72	2	-17	3	3	5	-2	-21	-0.1
Cc1ccc2oc(=O)c3cc(C(=O)NCCCN4CCc5ccccc5C4)sc3c2c1	-1.2	9	-15	21	1	16	-39	.	-0.1
CCC(C)n1c(/C=C/c2ccccc2)nc2ccccc21 (stereo not drawn)	-3.5	-12	4	1	0	6	-172	.	-0.3
CC(C)N1CCN(c2ccncc2S(=O)(=O)N2CCOCC2)CC1	0.64	-14	-19[20 µM]	-2	-9	0	-5	-5	0.2
Clc1ccc(C2[C@H]3CN(CC4CCCCC4)[C@H](c4ccccc4)C34CC2(c2ccccc2)C4)cn1 (stereo partly drawn)	1.1	0	-30	1	-2	4	6	4	.
COC(=O)CC1C(=O)NCCN1C(=O)Nc1ccccc1 (stereo not drawn)	0.46	3	-32	-20	-5	5	-30	6	-0.7
Cc1ccc2nc(C)cc(Nc3ccc4c(c3)OCCO4)c2c1	-1.2	6	-7[20 µM]	-3	4	-1	34	7	-1.9
COc1cc(OC)cc(C(=O)NCC2CCCO2)c1 (stereo not drawn)	-0.0034	18	-26	4	5	11	-6	6	0.4
COc1ccc(C(=O)N2CCCC(c3nc(-c4ccc(OC)c(OC)c4)no3)C2)c(OC)c1 (stereo not drawn)	.	4	-7	-1	-3	3	34	6	-1.9
O=C(CCCOc1ccc(Cl)cc1Cl)N/N=C/c1ccc(Cl)cc1	0.32	7	-21	26	6	17	0	-7	0.7
